Screening data as filed in PubChem BioAssay.
Bcl-B Bim block: inhibitors of Bim-Bcl-B interaction, human; AID 951; inhibition, % at 10 µM; bead-based flow cytometry, Bim peptide-Bcl-B binding; Q9HD36; 190,000 tested, 0.073% active;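 further: 0% = tracer peptide without compound and 100% = reference inhibitor peptide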
Target sequence (Q9HD36 whole entry, looked up): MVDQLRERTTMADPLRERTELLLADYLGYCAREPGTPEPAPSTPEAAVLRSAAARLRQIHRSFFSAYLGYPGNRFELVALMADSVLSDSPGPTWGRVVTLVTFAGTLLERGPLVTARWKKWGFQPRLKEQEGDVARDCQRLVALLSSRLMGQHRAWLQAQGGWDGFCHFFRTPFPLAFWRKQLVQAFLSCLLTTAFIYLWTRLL
Bim-Bfl-1: disrupts Bim binding to human Bfl-1; Q16548; Bead-based flow cytometry, Bim-Bfl-1 binding inhibition; inhibition, % at 10 µM; 190,000 tested, 0.12% active; AID 1008;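 further: 0% = wells without compound plus tracer and 100% = blocker peptide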
Rac1 act GTP bind: modulators of GTP binding to human Rac1 activated mutant | P63000 | GST-Rac1 activated beads, fluorescent GTP binding, flow cytometry; actives lie on both sides; 100% means binding = to untreated wells | percent activity (GTP binding), % at 10 µM | 190,000 tested, 0.11% active | AID 764;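 active means GTP binding at least 20 percentage points away from the 100% baseline, in either direction, so actives lie on both sides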
Cdc42 wt GTP: human Cdc42 wildtype GTP binding change, either direction. 190,000 tested, 0.2% active. GST-Cdc42 beads, Bodipy-GTP binding, flow cytometry; actives lie on both sides. percent activity (GTP binding), % at 10 µM. P60953;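 active means percent activity GTP binding at least 20 points away from the 100% baseline, either down as inhibitor or up as activator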;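 further: median bead fluorescence of bound Bodipy-FL-GTP at 100 nM; 0% = excess unlabeled GTP control and 100% = no compound control; below 100% means less GTP binding so inhibitor and above means activator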
Target sequence (P60953 whole entry, looked up): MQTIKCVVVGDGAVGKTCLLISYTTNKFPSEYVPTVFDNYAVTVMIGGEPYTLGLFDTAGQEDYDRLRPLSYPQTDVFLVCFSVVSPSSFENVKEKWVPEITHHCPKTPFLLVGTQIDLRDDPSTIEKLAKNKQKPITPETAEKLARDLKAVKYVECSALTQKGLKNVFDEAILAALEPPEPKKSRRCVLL
Bcl-XL Bim block: human Bim-Bcl-XL interaction inhibition; 190,000 tested, 0.04% active; Bim peptide-Bcl-XL binding, bead flow cytometry, fluorescence; Q07817; inhibition, % at 10 µM
Bim-Bcl-W: disrupts Bim peptide binding to human Bcl-W; 190,000 tested, 0.02% active; bead-based flow cytometry; inhibition, % at 10 µM; Q92843; AID 952;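 further: 0% = bound tracer without compound and 100% = peptide blocker; higher means less fluorescent Bim peptide bound to Bcl-W beads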
Target sequence (Q92843 whole entry, looked up): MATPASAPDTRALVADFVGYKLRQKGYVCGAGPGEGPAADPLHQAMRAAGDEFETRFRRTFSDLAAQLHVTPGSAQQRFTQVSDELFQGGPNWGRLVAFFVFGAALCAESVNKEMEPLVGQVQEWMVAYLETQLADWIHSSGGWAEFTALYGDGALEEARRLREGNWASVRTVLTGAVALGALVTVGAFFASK
Rac1 wt GTP bind: alters GTP binding to wildtype human Rac1 | GST-Rac1 beads, fluorescent GTP binding, flow cytometry; actives lie on both sides; 0 = cold GTP competed, 100 = untreated | 190,000 tested, 0.27% active | GTP binding activity (% of control), % at 10 µM;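 active means GTP binding activity at least 20 points away from the 100% control level, either lower or higher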
Bim-Bcl-2: human Bim-Bcl-2 interaction inhibition; Bead-based flow cytometry, Bim peptide-Bcl-2 binding; AID 950; inhibition, % at 10 µM; P10415; 190,000 tested, 0.06% active; in the data active means inhibition above about 40%;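 further: 0% = no compound wells with probe peptide and 100% = reference peptide inhibitor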
Target sequence (P10415 whole entry, looked up): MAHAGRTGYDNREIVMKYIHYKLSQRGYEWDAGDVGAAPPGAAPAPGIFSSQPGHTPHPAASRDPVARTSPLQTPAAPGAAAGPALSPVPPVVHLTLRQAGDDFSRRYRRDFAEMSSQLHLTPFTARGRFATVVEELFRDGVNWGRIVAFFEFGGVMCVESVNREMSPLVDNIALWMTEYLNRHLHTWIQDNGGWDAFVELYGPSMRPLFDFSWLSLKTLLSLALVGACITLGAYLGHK
HRas wt GTP bind: modulators of GTP binding to human HRas wildtype; GST-Ras wt beads, Bodipy-FL-GTP binding, flow cytometry; actives lie on both sides; GTP binding activity, % at 10 µM; AID 759; 190,000 tested, 0.14% active;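 active means GTP binding activity at least 20% away from the 100% baseline, either lowered as inhibitor or raised as activator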;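 further: 0% = unlabeled GTP competition control and 100% = no-compound control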
Target sequence (P01112 whole entry, looked up): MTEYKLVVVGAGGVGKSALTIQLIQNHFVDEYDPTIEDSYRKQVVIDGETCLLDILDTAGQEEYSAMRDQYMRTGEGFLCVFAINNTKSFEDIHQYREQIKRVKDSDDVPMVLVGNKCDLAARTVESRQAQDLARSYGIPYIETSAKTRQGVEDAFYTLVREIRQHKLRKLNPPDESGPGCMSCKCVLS
Rab7 wt GTP bind: modulators of GTP binding to dog Rab7 wildtype GTPase | GST-Rab7 beads, fluorescent GTP binding, flow cytometry; actives lie on both sides; untreated = 100%, excess cold GTP = 0% | GTP binding activity (percent of control), % at 10 µM | 190,000 tested, 0.055% active | AID 758;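 active means fluorescent GTP binding to Rab7 beads changed by at least 20 points from the 100% baseline, either direction, mostly lower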;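 further: median green fluorescence of bound Bodipy-FL-GTP per Rab7 bead population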
Rab2A wt mod: changes GTP binding to wildtype dog Rab2A, up or down; 190,000 tested, 0.19% active; GST-Rab2 wt beads, Bodipy-GTP binding, flow cytometry; AID 760; GTP binding activity, % at 10 µM;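 active means GTP binding activity at least 20 points away from 100%, either lowered or raised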;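 further: 0% = beads with excess unlabeled GTP and 100% = no-compound control corrected for plate trend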
* hit, by the source's call. Unless noted, no stated cut-off is given here; in the data, active means inhibition above about 40%.

mol,Rab2A wt mod,Bim-Bfl-1,Bcl-XL Bim block,Cdc42 wt GTP,Bcl-B Bim block,Rab7 wt GTP bind,Bim-Bcl-2,HRas wt GTP bind,Rac1 wt GTP bind,Rac1 act GTP bind,Bim-Bcl-W
CCCCc1nc2ccccc2c(C(=O)O)c1C,97,-17,-6,104,-10,99,-11,102,106,99,-5
c1ccc(-c2nnc(-c3ccncc3)o2)cc1,102,-14,-6,103,-8,102,-6,101,103,99,-3
COCCCNC(=S)N1CCC(NC(=O)c2ccco2)CC1,99,-6,-2,94,-7,108,-7,95,99,94,-3
CC1CN(C(=S)NC(=O)c2cccc([N+](=O)[O-])c2)CC(C)O1 (stereo not given),96,-10,-7,99,-14,100,-10,99,96,94,0
CCCc1cc(C(=O)NCc2cccnc2)no1,98,-4,0,97,-4,95,-3,96,101,97,2
CCCCNC(=O)c1onc(CSc2ccc(F)c(F)c2)c1C(=O)O,98,-21,-12,99,-13,102,-19,98,99,95,-4
CCOC(=O)c1cc(-c2cc3ccccc3o2)n[nH]1,98,-8,-3,99,-1,99,-7,101,101,99,-2
N#C/C(=C/c1ccc(N2CCOCC2)o1)c1nc2ccccc2[nH]1,101,-1,-14,99,-22,107,-10,100,107,100,-7
O=C(/C=C/c1ccccc1)NCc1cccnc1,97,-4,-3,100,-2,97,-1,96,98,96,-1
Cc1ccc2nc(NC(=O)c3cccs3)sc2c1,100,-15,-15,102,-22,99,-14,100,103,99,2
CCC(C)NC(=O)c1cnn2c(C)c3c(nc12)CCCC3 (stereo not given),98,-3,0,99,-3,100,-6,100,98,98,-3
O=C(Nc1ccc(OCC(=O)N2CCOCC2)cc1)Nc1cccc(Cl)c1,98,-4,-4,96,-1,105,0,99,98,95,-1
COc1ccc(NC(=O)c2nc3ccccc3s2)cc1,103,-1,-7,102,-9,98,-11,101,104,102,-7
COc1ccc(C(=O)NN2C(=O)C3C(c4ccccc4)C=CC(c4ccccc4)C3C2=O)cc1 (stereo not given),92,-3,-1,98,-3,95,0,95,97,93,-1
CC1CCCC(C)N1C(=O)COC(=O)c1ccc(O)cc1 (stereo not given),105,-1,3,101,3,100,3,104,109,100,16
CC(=O)c1cccc(NC(=O)N2CCCC2C(=O)Nc2cccc(C)c2)c1 (stereo not given),97,-11,-1,99,-5,97,-6,98,101,96,2
Cc1nc2ccc(S(=O)(=O)NCC(=O)NC(C)c3ccccc3)cc2s1 (stereo not given),98,-3,-3,97,0,101,1,99,95,96,-3
O=S(=O)(Nc1nc2ccccc2nc1N1CCN(c2ccccc2F)CC1)c1ccc(Cl)cc1,96,-14,-3,98,-10,98,-14,95,96,91,0
O=C(OCc1cc2ccccc2[nH]c1=O)c1cccs1,98,-20,-6,100,-6,98,-5,99,102,96,-5
NNC(=O)COc1ccccc1F,100,-4,-5,103,-2,96,-3,100,105,100,-5
O=C(Nc1cccnc1)C12CC3CC(CC(C3)C1)C2,97,-2,1,97,0,97,0,99,104,98,4
S=C(NCc1ccco1)N1CCN(c2ccc(Cl)cc2)CC1,95,4,3,97,0,96,4,96,99,96,0
CC(=O)Nc1nc2ccccc2n1Cc1ccccc1C,100,-1,0,99,1,98,2,98,101,97,0
Cc1c(C(=O)N2CCCCC2)nnn1-c1nonc1N,92,-17,-13,95,-15,94,-11,93,89,92,-3
CCC12CN3CCN(CC(C3)/C1=N\NC(=O)c1ccc(F)cc1)C2,98,-7,-5,97,-1,96,-3,96,99,96,-3
O=c1c2cc(N3CCOCC3)ccc2[nH]c(=S)n1CC1CCCO1 (stereo not given),104,0,0,103,-3,103,-4,103,101,99,-2
S=C(Nc1ccc(Cl)cc1Cl)Nc1ccccc1Oc1ccccc1,103,-2,-2,103,-3,97,-2,104,101,99,-4
CC(=O)O[C@H]1CSC[C@H]1NC(=O)c1ccccc1,100,-12,-5,96,-5,99,-4,102,100,97,4
CC1(C(=O)NC2CCCCCCC2)CCC(=O)N1Cc1cccs1 (stereo not given),102,-10,7,101,-6,102,-6,101,105,99,4
COc1cccc(C(=O)Nc2ccccc2OC(F)(F)F)c1,97,0,-1,99,4,94,-1,95,97,97,-1
CCCCc1c(O)nc(SCC(=O)NC(C)(C)C)n(-c2ccccc2C)c1=O,100,-2,-2,103,0,100,-1,101,97,97,-1
CC(=O)c1ccc(NC(=O)NCc2ccc(F)cc2)cc1,100,-5,0,100,-1,98,-1,99,99,96,-2
CC(C)c1nnc(NC(=O)CN(C)S(=O)(=O)c2ccc3c(c2)OCCO3)s1,100,-7,0,99,-6,101,-6,100,100,97,2
Cc1ccc(CSCc2nc3ccccc3[nH]2)cc1,101,-2,0,96,-3,98,0,100,102,95,-1
Cc1ccsc1C(=O)N1CCC(N2CCC(C(=O)NCC3CCCO3)CC2)CC1 (stereo not given),97,-7,-2,98,0,95,-2,95,100,99,0
Cc1noc(C)c1C(=O)N1CCCc2ccccc21,101,-7,-4,100,-7,101,-10,100,103,97,-2
CN(C)C(CNC(=O)/C=C/c1cccc(Cl)c1)c1ccccc1 (stereo not given),95,-1,3,96,2,94,2,95,95,93,3
Cc1cc(SCC(=O)OCC(=O)N2CCN(C(=O)c3ccco3)CC2)c(C)cc1Br,91,-14,-19,95,-9,96,-9,95,94,91,0
Cc1c(NC(=O)C(C)Sc2nnc(-c3ccccc3)o2)c(=O)n(-c2ccccc2)n1C (stereo not given),104,-15,-14,102,-5,106,-3,105,105,97,5
Cc1ccc2c(c1)c1c3n2CCCN(Cc2ccccc2)C3CCC1 (stereo not given),98,-8,-4,99,-8,100,-2,98,101,99,2
C#CCOCCOCCOCCNc1nc(N2CCN(C(=O)[C@H](CCC(=O)O)n3cc(C(N)CC(C)C)nn3)CC2)nc(N2CCN(C(=O)[C@H](Cc3ccc(O)cc3)n3cc(C(N)CC(C)C)nn3)CC2)n1 (stereo not given in full),96,-5,-2,99,-2,98,-4,97,97,97,0
COc1ccc(-c2nc(C#N)c(NCc3cccnc3)o2)cc1OC,97,0,0,102,0,94,-2,98,99,98,2
COc1ccc(C2CC(c3cccs3)=NN2C(=O)CSc2nnc(N)s2)cc1OC (stereo not given),100,-1,-1,100,0,92,-2,97,99,97,-1
COc1ccc(NC(=O)CSc2nc(C)cc(C(F)(F)F)n2)cc1,102,-6,-3,103,-8,107,-5,105,103,100,0
CCOc1cccc(-c2nc3cc(C)ccc3o2)c1,99,-8,-11,101,-7,101,-4,99,102,99,1
C=CCC1(O)C(=O)N2C(=C1C(=O)N1CCOCC1)c1ccccc1CC2(C)C (stereo not given),97,-17,-5,97,-6,97,-14,96,95,94,0
Cc1ccc(-n2c(C)nnc2SCC(=O)NNC(=O)c2ccco2)cc1,102,-6,-2,96,-10,109,-5,101,104,98,-3
CC(C)=CCN1CCN(Cc2c(C)nn(C)c2Cl)CC1CCO (stereo not given),99,-8,-1,99,-4,97,0,96,105,98,-2
CCOc1ccc2[nH]c(=O)c(CN(Cc3ccccc3)C(=O)N3CCCC3)cc2c1,95,7,6,96,12,94,13,97,100,98,5
O=C(N/N=C/c1ccncc1)c1cccc(N/N=C/c2ccncc2)c1,95,-3,0,92,-6,103,0,96,96,97,0
CN(C)c1cc[n+](CC(=O)Nc2ccc([N+](=O)[O-])cc2Cl)cc1,99,-7,-9,102,-4,102,-4,103,106,96,0
C=CCn1c(CCNC(=O)c2ccccc2F)nnc1SCC(=O)Nc1nc2ccccc2s1,102,-1,-5,101,-1,101,0,102,106,100,-4
COc1ccccc1NC(=O)C1=C(C)Nc2ncnn2C1c1ccc(C)o1 (stereo not given),100,-11,-3,99,-10,101,-5,100,100,98,1
O=C(Nn1c(-c2ccncc2)nc2ccccc2c1=O)c1ccc([N+](=O)[O-])cc1Cl,90,-3,4,86,2,102,0,88,89,92,1
CCOc1ccc(NC(=O)CCNc2c(N3CCCC3)c(=O)c2=O)cc1,96,-16,-10,94,-10,98,-9,97,95,91,1
Cc1ccc(SCCc2ccc(C)nc2)cc1,99,2,6,98,11,99,-3,98,99,99,7
NC(=O)c1c(N)sc2c1CCCCC2,109,19,-4,109,-25,104,0,110,106,99,0
CCN(CC)S(=O)(=O)c1cccc(C(=O)NCC(=O)OCC(=O)NCc2ccccc2)c1,94,-3,9,97,-5,95,-3,97,96,96,-1
CCCNC(=S)NC1CC2CCCC(C1)N2CC(C)C (stereo not given),99,0,-6,98,-6,95,-2,98,98,99,-3
Cc1cc(C(=O)NCc2nc(-c3ccccc3)no2)ccc1[N+](=O)[O-],90,3,-2,90,2,94,0,92,94,90,0

4 of the compounds above, with values ahead of the structure.
Rab2A wt mod | Bim-Bfl-1 | Bcl-XL Bim block | Cdc42 wt GTP | Bcl-B Bim block | Rab7 wt GTP bind | Bim-Bcl-2 | HRas wt GTP bind | Rac1 wt GTP bind | Rac1 act GTP bind | Bim-Bcl-W | mol
96 | -16 | -10 | 94 | -10 | 98 | -9 | 97 | 95 | 91 | 1 | CCOc1ccc(NC(=O)CCNc2c(N3CCCC3)c(=O)c2=O)cc1
99 | 2 | 6 | 98 | 11 | 99 | -3 | 98 | 99 | 99 | 7 | Cc1ccc(SCCc2ccc(C)nc2)cc1
109 | 19 | -4 | 109 | -25 | 104 | 0 | 110 | 106 | 99 | 0 | NC(=O)c1c(N)sc2c1CCCCC2
94 | -3 | 9 | 97 | -5 | 95 | -3 | 97 | 96 | 96 | -1 | CCN(CC)S(=O)(=O)c1cccc(C(=O)NCC(=O)OCC(=O)NCc2ccccc2)c1

New compounds follow.
mol,Rab2A wt mod,Bim-Bfl-1,Bcl-XL Bim block,Cdc42 wt GTP,Bcl-B Bim block,Rab7 wt GTP bind,Bim-Bcl-2,HRas wt GTP bind,Rac1 wt GTP bind,Rac1 act GTP bind,Bim-Bcl-W
Cc1cccc(-n2ncc3c(NC(C)C)ncnc32)c1,97,-1,-2,98,-3,99,-1,98,102,99,-1
CCOC1(OCC)N=C(N)C2(C#N)C(c3cccc(OC)c3OC)C12C#N (stereo not given),101,-1,-6,102,-4,102,-5,101,108,99,-1
CN1CCN(CC(=O)N2CCn3c4c(c5cc(C6CCCCC6)ccc53)CCCC42)CC1 (stereo not given),101,0,-2,99,2,98,5,99,100,98,-1
COc1ccc(CNC(=O)/C=C/c2ccc(S(=O)(=O)N3CCOCC3)cc2)cc1,98,-9,-5,96,-7,106,-2,100,98,94,-2
CCOc1ccccc1N1CCN(C(=O)CCCN2C(=O)c3cccc4cccc(c34)C2=O)CC1,96,-16,-6,98,-5,101,-7,96,97,99,-2
O=C(N/N=C\c1ccc(OC(=O)c2cccs2)cc1)c1ccc(Cl)cc1,106,7,-1,101,0,106,4,103,108,102,0
Clc1ccc(OCCCCCN2CCCC2)c(Br)c1,101,-12,-11,102,-16,99,-24,100,104,100,-7
CC(=O)n1nc(-c2ccccc2)nc1NCc1cccs1,96,-6,-1,94,0,97,-5,96,98,95,0
O=C(COC(=O)c1cc(Cl)cc(Cl)c1)NCCN1C(=O)CSC1=O,98,-4,-14,102,-10,97,-3,101,104,101,-12
